# Screening data from PubChem BioAssay.
# PGC1a acetyl inh = modulators of PGC1a acetylation; U2OS PGC1a acetylation, AlphaScreen anti-acetyl-lysine; with virally co-expressed GCN5 acetyltransferase; AID 651687; inhibition, % at 15.6 µM; 350,000 compounds, 0.17% hits;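 active = every replicate shows inhibition of at least 40%; inconclusive = mean inhibition at least 40% but some replicate below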;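 also: 0% = neutral control wells and 100% = positive control wells; some results beyond the cut were filed as inactive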
# S100A4 MyoIIA = S100A4-myosin IIA interaction inhibition; P26447; 360,000 compounds, 0.14% hits; AID 652163; inhibition, % at 10.7 µM; S100A4/TAMRA-MyoIIA peptide fluorescence polarization;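 active = mean inhibition of at least 70% across replicates, with every replicate also reaching that level; inconclusive = mean inhibition reaches 70% but some replicates fall short; inactive = mean inhibition below 70%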
# Target sequence (P26447 whole entry, looked up): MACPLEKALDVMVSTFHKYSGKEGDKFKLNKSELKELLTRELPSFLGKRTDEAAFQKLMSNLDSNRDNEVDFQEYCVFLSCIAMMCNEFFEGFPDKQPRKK
#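 Material: S100A4 monomer (human). Medium: Calcium-containing HEPES buffer, pH 7.2. Probe or stimulus: labelled myosin peptide probe, 5 nM. Compound dosing: one concentration per compound. Timing: polarization read 5 min after assay mix addition, stable 5–60 min. Benchmarks: DMSO as neutral control, TFP as positive control.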
# Xi reactivation = reactivates the inactive X chromosome in mouse fibroblasts; 360,000 compounds, 0.055% hits; XiGFP mouse fibroblasts, % GFP-positive cells imaging, 3 d; cells co-treated with 5-aza-dC sensitizer; scaled so ellipticine positive control = 100%; activation, % at 7.58 µM;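 active = mean normalized replicate activation at least 10% and every replicate at or above 10%; inconclusive = only one of the two criteria met; inactive = mean below 10% and not all replicates reach 10%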;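 also: 0% = median of on-plate neutral control wells and 100% = ellipticine 6 µM median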
#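 Assay system – SV40-immortalized XiGFP fibroblast cells, line 68-5-11 · Buffer or medium – DMEM supplemented with 5-aza-dC as sensitizing agent · Dosing – one concentration, pinned · Benchmarks – positive control ellipticine, 6 µM final · Times – 3 days compound exposure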
# LGR2 inh = Drosophila LGR2 receptor signaling inhibition; HEK293 LGR2, CRE-luciferase, bursicon-stimulated, 4 h; 380,000 compounds, 0.35% hits; AID 720647; inhibition, % at 9.99 µM;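 active = drop in luminescence signal, shown as inhibition above about 50% in the replicate tests, limit read from the data, passing the limit was not always enough; inconclusive = probably only some replicates passing the limit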;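 also: agonist challenge used bursicon conditioned medium at about half maximal strength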
# SIRT5 block = sirtuin-5 (human) deacylase inhibition; Q9NXA8; inhibition, % at 15 µM; Purified SirT5, succinyl-peptide AMC, trypsin-coupled fluorescence; 330,000 compounds, 1.1% hits; in the data active = inhibition above about 15%; inconclusive = no clear call, values can overlap the other calls
# Target sequence (Q9NXA8 whole entry, looked up): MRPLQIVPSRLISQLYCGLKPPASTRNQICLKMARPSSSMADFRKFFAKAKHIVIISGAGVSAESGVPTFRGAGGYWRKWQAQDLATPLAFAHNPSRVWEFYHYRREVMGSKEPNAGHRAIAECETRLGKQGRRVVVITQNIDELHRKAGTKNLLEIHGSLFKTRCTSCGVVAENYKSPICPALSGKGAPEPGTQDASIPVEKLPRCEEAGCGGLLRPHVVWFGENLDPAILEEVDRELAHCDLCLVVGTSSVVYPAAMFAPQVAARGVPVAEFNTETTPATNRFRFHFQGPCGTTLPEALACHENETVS
# ERAP1 inh = inhibitors of human ERAP1 aminopeptidase; inhibition, % at 10.7 µM; Q9NZ08; AID 652197; 340,000 compounds, 0.15% hits; recombinant ERAP1, Leu-AMC fluorescence, 60 min;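 active = mean replicate inhibition of at least 30%, or all replicates individually reaching that 30% level; inactive = mean below 30% and not every replicate reaching it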;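 also: 0% = neutral control wells and 100% = L-leucinethiol positive control wells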
# C2C12 statin = suppressors of simvastatin-induced myotoxicity in C2C12 myotubes; 330,000 compounds, 0.78% hits; ATP luminescence, 48 h; scaled: DMSO 0, geranylgeraniol control 100; rescue of ATP level, % at 7.49 µM; AID 602340;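 active = mean ATP rescue above about 67%, or every replicate alone reaching that limit, limit read from the data, passing the limit was not always enough; inconclusive = no clear call, values can overlap the other calls; inactive = mean under the limit and some replicate under it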;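 also: myotubes were challenged with 10 µM simvastatin during compound exposure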
# Cneo AK release = Cryptococcus neoformans lysis via adenylate kinase release; C. neoformans lysis, adenylate kinase release luminescence, 4 h; normalised: neutral wells 0, clomiphene wells 100; AID 651654; 360,000 compounds, 0.2% hits; lysis activity, % at 15 µM;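 active = mean lysis activity across replicates of at least 80%, whatever share of replicates individually reach that level; inactive = mean lysis activity below 80%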
#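 Assay system: C. neoformans cells. Amount: yeast cell density of 5 × 10^6 cells/mL. Technique: AK luminescence. Buffer or medium: YPD. Times: static 4 h at 37 °C with compound, 1 h detection. Dosing: single-point compound dose. Read-out: lysis from increased AK signal.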
# Active calls of the source: *; ? = inconclusive; . = not tested or not shown. An excerpt, so the mix of outcomes need not match the whole.
SMILES,PGC1a acetyl inh,S100A4 MyoIIA,Xi reactivation,LGR2 inh,SIRT5 block,ERAP1 inh,C2C12 statin,Cneo AK release
C/C(=N\NC(=O)CCCNc1ccccc1)c1ccncc1,.,3,0.1,8,-5,-2,.,.
Cc1ccccc1S(=O)(=O)Cc1ccc(C(=O)NCCCN2CCC(C)CC2)o1,.,-28,0.0,1,-3,0,.,.
CCC(=O)N[C@@H]1CC[C@@H](CC(=O)NCC2CC2)O[C@@H]1CO,7,-4,0.0,2,5,0,.,.
Cc1nn(C)cc1CN1CCCC(C(=O)c2ccc(-c3ccccc3)cc2)C1 (stereo unspecified),-11,-3,0.0,-26,-4,4,61,1
CCOC(=O)C1(CCc2ccccc2)CCN(Cc2ccc(OC)cc2)CC1,.,-1,0.2,-3,-7,-1,.,.
C[C@@H]1CCCCO[C@@H](CN(C)S(=O)(=O)c2ccccc2)[C@@H](C)CN([C@@H](C)CO)C(=O)c2cc(NS(=O)(=O)c3ccccc3)ccc2O1,15,-8,0.1,0,6,0,.,0
CCN(CC)C(=O)c1[nH]cnc1C(=O)N[C@@H](CC(C)C)C(=O)OC(C)(C)C,.,-12,0.1,3,.,-2,-4,4
COc1ccc(N(CC(=O)Nc2cc(C)ccc2C)S(=O)(=O)c2c(C)nn(C)c2C)cc1,.,-5,0.0,-20,-7,3,11,0
CO[C@@H]1CC[C@@H]2CCOc3ccc(C#N)cc3C(=O)N(C)C[C@@H](c3ccccc3)CC(=O)N(C)C[C@H]1O2,.,0,0.0,8,-1,-1,-1,1
O=C(Nc1c2c(nn1-c1cccc(Cl)c1)CS(=O)(=O)C2)c1ccc2c(c1)OCO2,9,-3,0.2,-6,0,-2,18,-1
CCS(=O)(=O)Nc1ccc2c(c1)C(=O)N(C)[C@H]1CC[C@H](CC(=O)N3CCCCC3)O[C@H]1CO2,4,-33,0.3,1,-2,2,1,-4
O=C(NN=C1CCCC1)c1n[nH]c2c1CCCC2,.,0,0.1,40,2,3,.,.
CN1C(=O)c2cc(NC(=O)Nc3ccccc3Cl)ccc2OC[C@H]2O[C@@H](CC(=O)NCCCN3CCOCC3)CC[C@@H]21,.,2,0.0,6,-6,-7,-10,0
CC(=O)Nc1cccc(C)c1,2,-5,.,3,.,2,0,0
CC(C)[C@H]1COC(NC2=N[C@@H](C(C)C)CO2)=N1,.,-2,0.0,12,.,-6,6,-1
O=[N+]([O-])c1cccc(-c2nnc3cccc(Cl)n23)c1,2,-1,0.3,-1,-5,-2,2,-2
Cc1ccc(COC(=O)c2ccc3ccccc3n2)cc1,.,-1,0.2,-29,-4,1,2,1
NC1=NC[C@H](Cc2ccccc2)N1CCc1cc(C(F)(F)F)cc(C(F)(F)F)c1,.,-1,0.0,15,5,3,-24,2
COc1ccc(N(C(=O)Cn2nnc(-c3ccccc3F)n2)C(C(=O)NCC2CCCO2)c2ccc(Cl)cc2)cc1 (stereo unspecified),.,3,0.0,28,-1,2,.,.
CC(C)[C@H]1C=C(C(=O)NCc2ccccc2)O[C@@H](OCc2ccc(CO)cc2)C1,.,-2,.,.,0,-2,.,-3
O=C(Nc1cc(S(=O)(=O)N2CCCCC2)ccc1N1CCOCC1)c1cc(=O)[nH]c2ccccc12,4,6,-0.2,-11,1,-3,-8,-1
Cc1ccc(NC(=O)C2=CCN(S(=O)(=O)c3ccc(F)cc3)CC2)cc1,-3,-3,-0.1,3,.,.,-14,-3
O=C(CSc1ccc2nnc(CCNC(=O)c3ccccc3)n2n1)Nc1ccccc1F,.,-6,0.1,3,-1,0,.,.
CCS(=O)(=O)N1CCCCN2[C@@H](CO)[C@@H](c3ccc(-c4ccc(C(=O)N(C)C)cc4)cc3)[C@@H]2C1,3,9,0.0,8,-3,0,-19,0

# Reprinted from the part before: 2 compounds; new compounds follow.
SMILES,PGC1a acetyl inh,S100A4 MyoIIA,Xi reactivation,LGR2 inh,SIRT5 block,ERAP1 inh,C2C12 statin,Cneo AK release
O=C(CSc1ccc2nnc(CCNC(=O)c3ccccc3)n2n1)Nc1ccccc1F,.,-6,0.1,3,-1,0,.,.
CCS(=O)(=O)N1CCCCN2[C@@H](CO)[C@@H](c3ccc(-c4ccc(C(=O)N(C)C)cc4)cc3)[C@@H]2C1,3,9,0.0,8,-3,0,-19,0
CCCn1c2c(c(=N)c3c1CCC3)CCC2,-8,2,0.3,10,-4,2,.,.
O=C(NCCc1cnc[nH]1)c1cccs1,6,-10,7.9,-1,-3,2,2,3
C[C@@H]1CN([C@H](C)CO)C(=O)c2cc(-c3cccc(F)c3)cnc2O[C@@H]1CN(C)C(=O)C1CCOCC1,6,3,-0.9,0,-3,0,-31,-4
COc1ccccc1-c1nnc2sc(COc3ccccc3)nn12,-58,.,.,20,.,.,-10,-1
CC1(c2ccc(OC(F)F)cc2)NC(=O)N(/N=C/c2c(O)ccc3ccccc23)C1=O (stereo unspecified),.,-3,0.4,2,-2,-4,.,.
CCn1c(SCc2nc3scc(-c4ccccc4)c3c(=O)[nH]2)nnc1-c1ccc(Cl)cc1,.,?,0.0,-13,-4,-2,.,.
O=C(NCc1ccc(Cl)cc1)C1CCC(CNc2c(N3CCOCC3)c(=O)c2=O)CC1 (stereo unspecified),-6,10,0.4,5,-1,.,.,3
O=C1[C@H]2[C@@H](/C=C/c3ccccc3)N3C(=O)CN(Cc4ccccn4)C(=O)[C@@]3(Cc3ccccc3)[C@H]2C(=O)N1c1ccccc1,5,0,0.2,.,.,.,7,-1
O=C(C1CCCC1)N1C[C@H]2[C@@H](c3ccccc31)[C@H](CO)N2C(=O)Cc1ccccn1,1,1,-0.1,6,-2,0,0,-4
Cc1ccc(SCc2cc(=O)[nH]c(/N=C(\N)Nc3ccc(C)c(C)c3)n2)cc1,-45,1,.,-2,1,0,-3,5
COc1ccc(CNc2nccs2)cc1,-10,-5,0.0,-4,-3,1,33,-2
CN(N)c1nc2ccccc2nc1C(F)(F)F,-4,-6,0.0,5,-5,-2,.,.
CCN(CC)CCN1C(=O)c2ccccc2NC1c1cc(OC)c(OC)c(OC)c1 (stereo unspecified),1,-4,.,-9,-17,5,19,0
c1ccc(-c2cc3nc(NCc4cccs4)nc(NCc4ccc5occc5c4)c3s2)cc1,.,1,0.2,-11,.,-3,-10,1
COc1ccc(OC)c(N(CC(=O)NCc2ccccc2)S(=O)(=O)c2ccc(OC)c(OC)c2)c1,-4,3,0.1,-17,-2,1,-11,0
C/C=C/c1ccc([C@@H]2[C@H]3CN(C(=O)c4ccncc4)CC(=O)N3[C@H]2CO)cc1,-5,13,0.0,-5,1,1,.,.
CC(C)NC(=O)N(C)C[C@@H]1Oc2cc(C#C[C@H](C)O)ccc2S(=O)(=O)N([C@@H](C)CO)C[C@@H]1C,2,6,-1.4,3,-5,-1,-5,2
CCOc1ccccc1-n1nnnc1SCC(=O)O,-3,-6,0.0,-1,-4,.,-3,1
Cc1ccc(O)c(C(=O)c2cc(C#N)c(=O)n(Cc3ccccc3)c2)c1,-8,-8,0.0,-14,-5,-2,.,.
COCCCn1c(=O)/c(=C\c2ccccc2OC(F)F)s/c1=C(/C#N)C(=O)N1CCOCC1,-10,-24,0.0,13,-1,0,.,.
COC(=O)CCNCCSc1nnc(-c2ccco2)n1Cc1ccccc1,-1,-1,-0.2,4,-7,.,-12,-7
COC(=O)[C@]1(Sc2ccc(OC)cc2)CC(=O)N[C@@H]1c1ccccc1,.,-3,-0.1,-1,-4,.,.,.
CN1CCC(N2CCN(C3CN(Cc4cn(Cc5cccc(C(F)(F)F)c5)nn4)S(=O)(=O)C3)CC2)CC1 (stereo unspecified),.,5,-0.3,-1,-7,-1,.,.
CN=c1scc(-c2cc(OC)ccc2OC)n1/N=C/c1c(C)[nH]c2ccccc12,.,-11,0.0,-10,-4,12,.,.
O=C([C@@H]1[C@@H](CO)[C@@H]2Cn3c(cccc3=O)[C@@H]2N1Cc1ccccc1Cl)N1CCCCC1,.,0,0.3,0,13,-4,-6,1
Cc1ccc(CN(Cc2cccnc2)C(=O)CN2C(=O)COc3ccccc32)o1,0,-3,.,.,-3,4,-6,5
O=C(C[C@H]1CC[C@@H]2[C@H](COC[C@H](O)CN2C(=O)c2cccnc2)O1)NCC1CC1,6,.,0.1,-21,.,.,-9,0
CCOc1cc(C2C(C(=O)c3ccco3)=C(O)C(=O)N2CC2CCCO2)ccc1O (stereo unspecified),-18,2,0.2,3,-7,3,5,-5
Cc1noc(C(=O)NC2CCCCC2)c1Cl,4,-5,0.0,-12,-4,-2,30,-2
COc1ccc(/C=C2\SC(=S)N(CCC(=O)Nc3ccc(C(=O)O)cc3)C2=O)cc1,.,-1,0.1,-14,-8,0,-3,-1
Cc1ccc(NC(=S)N(CCCN2CCN(C)CC2)Cc2cccs2)cc1,-11,3,0.0,-11,3,-3,7,.
CC(Cn1cncn1)NC(=O)c1cc(COc2cccc(C(F)(F)F)c2)on1 (stereo unspecified),8,49,0.0,-5,-1,4,-9,8
CN1/C(=C/C(=O)C2CCC2)Sc2ccccc21,.,-9,.,-17,8,4,.,.
COc1ccc(S(=O)(=O)Nc2ccc3c(c2)CC(=O)N([C@@H](C)CO)C[C@@H](C)[C@@H](CN(C)S(C)(=O)=O)O3)cc1,-10,-4,0.0,13,-10,5,5,0
Cc1ccc(CCNS(=O)(=O)c2cc3c(cc2C)n(C)c(=O)c(=O)n3C)cc1,2,-5,0.3,-8,-5,2,5,-1
O=C(C[C@H]1C=C[C@H](NC(=O)c2ccccc2)[C@@H](CO)O1)NCc1ccc(Oc2ccccc2)cc1,-19,16,0.0,1,0,2,-33,-6
O=C(Nc1ccc(Cl)c(Cl)c1)N1CCCCCC1,7,0,0.2,-33,4,0,.,-1
Cc1ccc(C)c2sc(NC(=O)c3ccc(N4C(=O)CCC4=O)cc3)nc12,.,0,0.0,0,-3,-1,9,3
COc1cccc(C(=O)NCc2ccc3c(c2)OCO3)c1OC,18,-6,0.0,-10,3,19,2,2
C[C@H]1CCCCO[C@H](CN(C)Cc2ccncc2)[C@@H](C)CN([C@@H](C)CO)C(=O)c2cc(NC(=O)CCC(F)(F)F)ccc2O1,1,-1,0.0,-2,1,2,27,-3
Cc1ccc(NC(=O)Cn2c(=O)c3cccn3c3ccccc32)c(C)c1,-5,5,0.1,19,2,-1,26,1
Cc1cc(C(=O)NC2Cc3ccccc3C2)c(C)o1,19,-1,0.4,-25,-3,1,-3,.
COCc1cc(=O)[nH]c(/N=C(\N)Nc2ccc(C)cc2C)n1,1,1,0.2,-22,1,6,.,.
C[C@@H]1CN([C@H](C)CO)C(=O)c2cccc(NC(=O)Nc3ccc(F)cc3)c2O[C@@H]1CN(C)Cc1ccc(Oc2ccccc2)cc1,5,16,0.0,2,-4,5,-50,11
C[C@H]1CN([C@@H](C)CO)C(=O)c2cccc(NC(=O)C3CC3)c2O[C@H]1CN(C)Cc1ccc(C(=O)Nc2ccccc2N)cc1,-7,-8,0.3,-3,1,0,15,50
